HEK293 tox: qHTS of GLP-1 Receptor Inverse Agonists: Cytotox Screen | HEK293 cAMP-luciferase reporter cells, luminescence, 24 h | Potency, µM (top dose mostly 38.3 µM), for the others: at the top dose activity change, negative = inhibition, hits mostly inhibitors | 0.13% of 410,000 active | AID 624418, 2012;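 also: loss of luciferase light is scored as toxicity; potency is read from the fitted curve at half-maximal effect; % is scaled to controls: 0 for no effect and ±100 for the full control effect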
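1536-well qHTS counterscreen of the MLSMR; 200 cells/uL, 12 h pre-incubation, 23 nL cpd, 24 h at 37 deg C 5% CO2, luciferase detection reagent, 12 min RT, luminescence. Inhibition = undesired.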
SW480 rerep: A quantitative high throughput screen for small molecules that induce DNA re-replication in SW480 colon adenocarcinoma cells. SW480 DNA re-replication, Hoechst DNA content imaging, 48 h. Potency, µM (titrated, usually from 46.1 µM), for inactives: top-dose re-replication activation, hits mostly activators. 1.8% of 340,000 active. AID 624297, 2012; also: potency is read from the fitted curve at half-maximal effect; % of control where 0% means no effect; nearly all actives have a fitted effect of over 55% in size
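250 cells/well; 23 nL cpd via pin tool; 48 hr, 37 C, 5% CO2; Hoechst 40 min; imager read of total nuclear intensity, ex 405/em 500-530 nm.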
MCF10A rereplic: A quantitative high throughput screen for small molecules that induce DNA re-replication in MCF 10a normal breast cells; 2.9% of 350,000 active; MCF 10A DNA re-replication, Hoechst nuclear intensity, 48 h; Potency, µM (titrated, usually from 46.1 µM), for inactives: top-dose activity, positive = re-replication, most hits filed as activators; also: potency is read from the fitted curve at half-maximal effect; % of control where 0% means no effect; nearly all actives have a fitted effect of over 50% in size
D3 ag: qHTS of D3 Dopamine Receptor Agonist: qHTS. max activation, %. AID 652048, 2013. D3R DiscoveRx beta-arrestin cells, luminescence, 90 min. 0.58% of 410,000 active. D(3) dopamine receptor (Homo sapiens), P35462; in the data active = max activation above about 30%; also: 0% is about no effect; mostly tested at two doses, the higher about 12 µM
Target sequence (P35462 whole entry, looked up): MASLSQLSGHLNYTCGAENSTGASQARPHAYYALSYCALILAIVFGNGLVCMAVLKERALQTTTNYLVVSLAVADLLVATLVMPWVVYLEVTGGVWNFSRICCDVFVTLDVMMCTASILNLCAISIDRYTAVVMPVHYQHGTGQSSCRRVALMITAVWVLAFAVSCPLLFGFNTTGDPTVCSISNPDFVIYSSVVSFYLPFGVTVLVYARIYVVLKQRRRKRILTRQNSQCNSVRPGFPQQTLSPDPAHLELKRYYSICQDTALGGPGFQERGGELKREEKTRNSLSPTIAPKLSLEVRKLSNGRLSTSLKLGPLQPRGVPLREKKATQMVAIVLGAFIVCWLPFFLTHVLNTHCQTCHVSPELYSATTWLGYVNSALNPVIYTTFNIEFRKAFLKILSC
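Agonist mode: compounds and dopamine controls were applied to plated cells for 90 min at 37 degrees C after an overnight attachment at 1500 cells/well. Luminescent read-out followed 30 - 60 minutes at room temperature with DiscoveRx detection reagent.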
IL1B secr inh: qHTS for Inhibitors of Inflammasome Signaling: IL-1-beta AlphaLISA Primary Screen; 4.7% of 360,000 active; activity change, % at 57.5 µM; THP-1 LPS/ATP IL-1B secretion, AlphaLISA, 16 h; hits give low values; AID 743279, 2014; in the data active = activity change below about -50%; inconclusive = mostly about -30% to -49%; also: % is scaled to controls: 0 for no effect and ±100 for the full control effect
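THP-1 cells pretreated 1 hr with compounds (up to 57.5 uM final), then stimulated with LPS (250 ng/mL final) plus ATP (1.25 mM final); secreted IL-1B measured by AlphaLISA after 16 hr, decreased signal indicating inhibition.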
KB-3-1 tox: qHTS assay for MDR1-selective chemotherapeutics: Primary screen using the parental adenocarcinoma cell KB-3-1 | Potency, µM (doses to about 46.1 µM), for inactives: top-dose activity change, negative = cytotoxic, most hits filed as cytotoxic | 1.4% of 400,000 active | KB-3-1 viability, CellTiter-Glo ATP luminescence, 72 h; also: potency is read from the fitted curve at half-maximal effect; % is scaled to controls: 0 for no effect and ±100 for the full control effect; nearly all actives have a fitted effect of over 60% in size
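Viability of parental KB-3-1 cells, measured by CellTiter-Glo luminescence, followed a 72 h incubation at 37 °C with pinned compounds in phenol-red-free DMEM containing 10% FBS.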
HT1080 IDH1KD tx: qHTS for induction of synthetic lethality in tumor cells producing 2HG: qHTS for the HT-1080-IDH1KD cell line. AID 686971, 2013. HT-1080 IDH1 knockdown viability, ATP luminescence, 48 h. Potency, µM (doses to about 46.1 µM), without a hit: at the highest dose activity, negative = toxicity, most hits filed as cytotoxic. 2% of 360,000 active;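 also: potency is read from the fitted curve at half-maximal effect; 0% = DMSO wells and -100% = cell-free medium wells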
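Luminescent ATP read-out (CellTiter-Glo, 10 min at room temperature) after 48 h compound exposure at 37 °C gave viability of IDH1-knockdown HT-1080 cells. Activity was normalised to DMSO and cell-free wells, then fitted as concentration-response curves.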
KB-V1 MDR tox: qHTS assay for MDR1-selective chemotherapeutics: Primary screen using the drug-selected MDR subline cells KB-V1; KB-V1 MDR cells viability, CellTiter-Glo, 72 h; AID 1347076, 2019; 3.4% of 400,000 active; Potency, µM (titrated, usually from 46.1 µM), for inactives: at the top dose activity change, negative = cytotoxicity, hits mostly cytotoxic; also: potency is read from the fitted curve at half-maximal effect; % is scaled to controls: 0 for no effect and ±100 for the full control effect; nearly all actives have a fitted effect of over 60% in size
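In this primary screen, KB-V1 cells overexpressing P-gp are incubated with library compounds (lowest to highest concentration) for 72 h at 37 degrees C before a luminescent ATP viability read.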
HT1080-NT tox: qHTS for induction of synthetic lethality in tumor cells producing 2HG: qHTS for the HT-1080-NT fibrosarcoma cell line; HT-1080-NT fibrosarcoma viability, CellTiter-Glo ATP luminescence, 48 h; Potency, µM (series often up to 46.1 µM), without a hit: at the top dose activity, negative = less viability, hits mostly cytotoxic; 1.6% of 360,000 active;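 also: NT is the 2HG producing partner of a matched IDH1 knockdown line; potency is read from the fitted curve at half-maximal effect; 0% = DMSO-treated cells and -100% = media-only wells without cells; nearly all actives have a fitted effect of over 55% in size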
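Compounds were tested in concentration-response format on HT-1080-NT cells for 48 hours at 37 degrees C. Cell viability came from CellTiter-Glo luminescence; curves were classified by r2, response magnitude and activity.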
Active calls of the source: *; i = inactive; ? = inconclusive; . = no result given; & = joins results of further samples; [ ] = remark or other dose. Unless noted, calls follow the shape of the dose curve; as a rule, active = well fitted curve in the direction sought with a large enough effect; inconclusive = small, poorly fitted or top-dose-only effect, or another doubt; inactive = no such curve, though single readings can be large; an effect the other way counts as inactive or inconclusive.

SMILES,HEK293 tox,SW480 rerep,MCF10A rereplic,D3 ag,IL1B secr inh,KB-3-1 tox,HT1080 IDH1KD tx,KB-V1 MDR tox,HT1080-NT tox
Nc1nc(N)c2c(n1)CCCC2,4%,-6%,-3%,0,10,2%,4%,5%,5%
O=C(CNC(=O)c1ccc(OC(F)F)cc1)NC1CCCc2ccccc21 (stereo not drawn),-13%,?,-17%,3,2,-3%,22%,-19%,14%
COc1ccccc1N1CC(C(=O)Nc2ccc(N3CCOCC3)cc2)CC1=O (stereo not drawn),3%,-1%,-4%,1,7,20%,-3%,0%,1%[9.24 µM]
CN(C/C=C/c1ccccc1)C1CCCCC1,-1%,-11%,-7%,-19,35,1%,0%,-21%,-9%
COc1ccccc1CN1CCNC(=O)C1CC(=O)NC1Cc2ccccc2C1 (stereo not drawn),?,-4%,1%,-4,0,3%,8%,8%,18%
O=C1CSC(c2cn(-c3ccccc3)nc2-c2cc3ccccc3o2)N1Cc1ccccc1 (stereo not drawn),10%,15%,16%,7,6,-3%,-10%,-35%,0%
Cc1ccn2c(=O)c(NC(=O)c3ccc4c(c3)OCO4)c(C)nc2c1,1%,.,.,0,?,0%,0%,-8%,3%
CC(Oc1ccc(Cl)cc1Cl)C(=O)NNC(=O)C(=O)N1CCCC1 (stereo not drawn),1%,-1%,-8%,-1,0,-1%,-5%,?,-8%
CC(C)(C)c1cnnn1-c1ccc([N+](=O)[O-])cc1,15%,-1%,17%,5,-6,-2%,1%,-20%,4%
Cc1cccc(-n2nc(C)c(C(=O)Nc3cc(C)ccc3C)c2-n2cccc2)c1,3%,.,.,5,.,-2%,.,-25%,.
Cc1nn2cc(-c3ccc(Cl)cc3)cnc2c1Br,3%,-2%,1%,2,0,-1%,22%,-2%,12%
CC1CCCN(C(=O)Cn2c(=O)oc3cc(S(=O)(=O)N4CCCCC4)ccc32)C1 (stereo not drawn),9%&-6%,-4%,11%,0&2,14,13%&-2%,1%,8%&-4%,-7%
O=C(COC(=O)c1ccccn1)NC1CCCCC1,-6%,-2%,6%,7,10,8%,9%,2%,9%
COc1ccc(-c2noc(-c3ccccc3C(=O)N3CCOCC3)n2)cc1,-3%,-12%,20%,-8,16,4%,3%,9.2µM*,2%
O=C1C(=O)N(Cc2cccnc2)C(c2ccc(Br)cc2)/C1=C(\O)c1ccc2c(c1)OCCO2 (stereo not drawn),-9%,?,0%,4,-3,17%,7%,10%,4%
CC(C)C[C@H]1CN(CCCC[C@H]2CNC(=O)C(=O)N2Cc2ccccc2)C(=O)C(=O)N1CCC1CCCCC1,7%,.,.,3,40,33%,?,3%,17%
CCOCCOc1cc(NCc2ccccc2)c2ncn(C(C)C)c2c1,-4%,?,72%,-12,39,?,-22%,?,-24%
CC(C)(C)OC(=O)N1CCOCCOCCN(C(=O)OC(C)(C)C)CCOCCOCC1,-8%,0%,0%,7,-3,0%,4%,-1%,-1%
Oc1c(Cl)cc(Cl)cc1CNc1ccc(Br)cn1,0%,2%,11µM*,5,-85*,-11%,?,-15%,?
CCn1c(SCc2cccnc2)nnc1-c1c[nH]c2ccccc12,-1%,2%,5%,5,20,-2%,0%,0%,5%

Eight neighbouring records already listed:
SMILES,HEK293 tox,SW480 rerep,MCF10A rereplic,D3 ag,IL1B secr inh,KB-3-1 tox,HT1080 IDH1KD tx,KB-V1 MDR tox,HT1080-NT tox
O=C(COC(=O)c1ccccn1)NC1CCCCC1,-6%,-2%,6%,7,10,8%,9%,2%,9%
COc1ccc(-c2noc(-c3ccccc3C(=O)N3CCOCC3)n2)cc1,-3%,-12%,20%,-8,16,4%,3%,9.2µM*,2%
O=C1C(=O)N(Cc2cccnc2)C(c2ccc(Br)cc2)/C1=C(\O)c1ccc2c(c1)OCCO2 (stereo not drawn),-9%,?,0%,4,-3,17%,7%,10%,4%
CC(C)C[C@H]1CN(CCCC[C@H]2CNC(=O)C(=O)N2Cc2ccccc2)C(=O)C(=O)N1CCC1CCCCC1,7%,.,.,3,40,33%,?,3%,17%
CCOCCOc1cc(NCc2ccccc2)c2ncn(C(C)C)c2c1,-4%,?,72%,-12,39,?,-22%,?,-24%
CC(C)(C)OC(=O)N1CCOCCOCCN(C(=O)OC(C)(C)C)CCOCCOCC1,-8%,0%,0%,7,-3,0%,4%,-1%,-1%
Oc1c(Cl)cc(Cl)cc1CNc1ccc(Br)cn1,0%,2%,11µM*,5,-85*,-11%,?,-15%,?
CCn1c(SCc2cccnc2)nnc1-c1c[nH]c2ccccc12,-1%,2%,5%,5,20,-2%,0%,0%,5%

The list continues.
SMILES,HEK293 tox,SW480 rerep,MCF10A rereplic,D3 ag,IL1B secr inh,KB-3-1 tox,HT1080 IDH1KD tx,KB-V1 MDR tox,HT1080-NT tox
COc1ccc(-c2nc(CSCC(=O)NCCc3ccc(C)cc3)c(C)o2)cc1OC,3%,.,.,1,.,-1%,.,-12%,.
COc1ccc(OCC(=O)Nc2cc(S(=O)(=O)N3CCCCC3)ccc2OC)cc1,-11%,0%,-5%,-6,-2,-3%,0%,3%,-3%
COc1ccccc1NC(=O)C(C)OC(=O)C(C)SCC(=O)Nc1ccc(C)cc1 (stereo not drawn),1%,0%,0%,-24,17,0%,0%,-17%,-6%
COc1ccc(C(C(=O)NCC2CCCO2)N(C(=O)Cn2nnc3ccccc32)c2ccccc2C(C)=O)cc1OC (stereo not drawn),7%,-8%,0%,2,-1,1%,4%,3%,12%
COc1ccc(N2CCC(CNC(=O)Nc3ccccc3)C2)cc1 (stereo not drawn),-17%,-15%,19%,16,-1,-1%,8%,16µM*,1%
CCCc1cc(=O)oc2cc(OC(C)C(=O)NCc3ccccn3)c(Cl)cc12 (stereo not drawn),0%,-11%,2%,-4,?,-3%,0%,-24%,-7%
COc1cccc2c(=O)c3c([nH]c12)OC(C)(C)C3,-5%,-4%,-1%,-7,24,-18%,-2%,2%,-26%
CC(N=C1NS(=O)(=O)c2ccccc21)C(=O)OCC(=O)N(C)C1CCS(=O)(=O)C1 (stereo not drawn),-3%,6%,3%,-3,-14,14%,4%,0%,1%
COc1ccc(S(=O)(=O)Oc2ccccc2C(N)=O)cc1,-26%,-47%[inhibitor],4%,11,11,-13%,4%,20%,-2%
O=C(Nc1nnc(-c2ccccn2)o1)c1ccc(Br)cc1,-19%,-2%,29%,2,21,-6%,-27%,-7%,?
O=C(NC1CCCCCC1)c1cc(S(=O)(=O)N2CCC3(CC2)OCCO3)ccc1F,-1%,-4%,10%,6,4,?,-8%,-23%,-2%
CN(C)C(=O)c1ccc(NC(=O)CC2SC(N3CCCC3)=NC2=O)cc1 (stereo not drawn),3%,6%,5%,1,5,9%,0%,-2%,-1%
CCN1CCN(c2ccc(S(=O)(=O)N3CCOCC3)cc2NC(=O)C(C)Oc2ccc(F)cc2)CC1 (stereo not drawn),-4%,-8%,-4%,-14,?,27%,-4%,1%,-1%
NNC(=O)C1SCCN1S(=O)(=O)c1ccc(Cl)cc1 (stereo not drawn),-3%,-1%,-3%,3,-13,3%,1%,1%,8%
CCCCOc1ccc(C2NC(=O)NC(C)=C2C(C)=O)cc1OCC (stereo not drawn),0%,-4%,0%,-1,2,-3%,-1%,2%,-9%
Cc1ccc(Cl)c(OCCCCN2CCC(C)CC2)c1,-1%,-29%,-3%,-8,0,18%,-7%,-16%,3%
CCOCCCNC(=O)C(NC(=O)Cc1cccs1)c1ccccc1 (stereo not drawn),8%[7.66 µM],-5%,-2%,-9,12,-6%,13%,?,0%
O=C(CSc1nnc(NC(=O)C2CC2)s1)NCc1ccccc1Cl,0%,1%,0%,1,30,19%,7%,1%,0%
CC1CCCCC1NC(=O)CSc1nncs1 (stereo not drawn),-20%,2%,-2%,6,-8,-3%,15%,13%,11%
Cc1ncoc1C(=O)N1CCCC(C(=O)c2ccc3c4c(cccc24)CC3)C1 (stereo not drawn),0%,2%,9%,-6,-22,-22%,-21%,-10%,1%
COc1cc(/C=N/NC(=O)c2ccc(N)cc2)ccc1OC(=O)c1cccc(C)c1,-21%,-2%,6%,15,i,0%,25%,-9%,-2%
